# Compound activity deposited in PubChem BioAssay by several laboratories.
# Mtb BioA inh = blocks M. tuberculosis BioA enzyme activity; hit rate 0.096% among 360,000; inhibition, % at 9.99 µM; purified M. tuberculosis BioA enzyme, plate reader; AID 602481; in the data active means inhibition above about 40%; inconclusive means no clear call, values can overlap the other calls
# BoNT-A LC inh2 = BoNT A light chain protease inhibition; multiplex microsphere protease substrate cleavage, flow cytometry; inhibition, % at 10 µM; AID 588499; hit rate 0.17% among 360,000; further: plate controls were buffer without enzyme for full effect and enzyme alone for no effect
# Anthrax LF prot = inhibitors of Bacillus anthracis lethal factor protease | hit rate 0.12% among 360,000 | multiplex microsphere protease cleavage assay, LF | inhibition, % at 10 µM | P15917; further: plate controls were buffer without enzyme for full effect and enzyme alone for no effect
# FadD28 FP inh = M. tuberculosis FadD28 bisubstrate binding inhibition. hit rate 0.22% among 360,000. inhibition, % at 12.5 µM. FadD28 bisubstrate probe binding, fluorescence polarization; in the data active means inhibition above about 8.5%, passing the limit was not always enough; inconclusive means no clear call, values can overlap the other calls
# PfHsp40 yeast = rescue of PfHsp40-mediated yeast toxicity. AID 504582. S. cerevisiae expressing PfHsp40, growth rescue, ATP luminescence. growth rescue, % at 12.5 µM. hit rate 0.68% among 340,000; in the data active means growth rescue above about 28%, passing the limit was not always enough; inconclusive means no clear call, values can overlap the other calls;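 further: yeast W303a lacking pdr1 and pdr3 grown in galactose medium; growth measured after three days at 30 °C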
# FBA Mtb inh = Mtb fructose-bisphosphate aldolase inhibition; inhibition, % at 1 µM; P9WQA3; purified M. tuberculosis FBA, fluorescence read-out; hit rate 2.3% among 360,000; in the data active means inhibition above about 27%;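 further: 0% = vehicle and 100% = reference inhibitor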
# Target sequence (P9WQA3 whole entry, looked up): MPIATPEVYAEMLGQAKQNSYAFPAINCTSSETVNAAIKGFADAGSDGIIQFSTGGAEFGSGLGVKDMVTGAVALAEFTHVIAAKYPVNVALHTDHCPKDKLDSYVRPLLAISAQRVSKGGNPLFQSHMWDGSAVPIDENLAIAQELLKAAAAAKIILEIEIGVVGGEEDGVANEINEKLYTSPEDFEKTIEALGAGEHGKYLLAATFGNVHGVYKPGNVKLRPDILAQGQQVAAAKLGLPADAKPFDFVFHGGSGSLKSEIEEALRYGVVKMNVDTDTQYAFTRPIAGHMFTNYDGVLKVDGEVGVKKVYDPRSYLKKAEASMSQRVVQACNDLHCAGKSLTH
# GDH-TPI counter = counter-screen for M. tuberculosis FBA inhibitors: GDH-TPI coupled enzymes. GDH-TPI coupled enzyme counterscreen, NADH absorbance. inhibition, % at 4.8 µM. hit rate 1.2% among 360,000; in the data active means inhibition above about 30%;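 further: 0% = DMSO wells and 100% = wells lacking the enzyme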
# UGM FP inh = blocks M. tuberculosis UGM enzyme | inhibition, % at 10 µM | purified UGM, fluorescence polarization probe displacement | P9WIQ1 | hit rate 0.06% among 320,000; in the data active means inhibition above about 10%, passing the limit was not always enough; inconclusive means no clear call, values can overlap the other calls
# Target sequence (P9WIQ1 whole entry, looked up): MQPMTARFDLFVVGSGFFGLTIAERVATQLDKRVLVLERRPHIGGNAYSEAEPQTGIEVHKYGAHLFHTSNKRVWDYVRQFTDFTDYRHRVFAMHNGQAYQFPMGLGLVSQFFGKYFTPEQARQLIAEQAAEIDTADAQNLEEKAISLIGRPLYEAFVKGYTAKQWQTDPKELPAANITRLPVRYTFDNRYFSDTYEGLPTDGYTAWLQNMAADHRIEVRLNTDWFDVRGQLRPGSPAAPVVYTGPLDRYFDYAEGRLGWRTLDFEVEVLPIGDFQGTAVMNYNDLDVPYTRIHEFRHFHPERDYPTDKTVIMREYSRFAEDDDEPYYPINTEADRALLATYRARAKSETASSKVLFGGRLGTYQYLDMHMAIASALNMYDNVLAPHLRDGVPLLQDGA
# BoNT-F LC inh = BoNT F light chain protease inhibition; Multiplex microsphere protease cleavage assay, flow cytometry; inhibition, % at 10 µM; AID 588497; hit rate 0.22% among 360,000; in the data active means inhibition above about 35%, passing the limit was not always enough; inconclusive means no clear call, values can overlap the other calls; further: plate controls were buffer without enzyme for full effect and enzyme alone for no effect
# An asterisk follows results filed as active; ? = inconclusive; . = no result given. Unless noted, no stated cut-off is given here; in the data, active means inhibition above about 30%; inconclusive means no clear call, values can overlap the other calls; inactive means below that. The order is random; any-hit rate near 4.7%.
nr | SMILES | Mtb BioA inh | BoNT-A LC inh2 | Anthrax LF prot | FadD28 FP inh | PfHsp40 yeast | FBA Mtb inh | GDH-TPI counter | UGM FP inh | BoNT-F LC inh
1 | CC(=O)Nc1ccc(OCC(O)CN2CCN(c3ccc(C)c(Cl)c3)CC2)cc1 (stereo unspecified) | . | -0.6 | -2 | -2.2 | 0.4 | 2 | 3 | 1.6 | -5
2 | COC(=O)c1coc(-c2ccc(OC)cc2)c1C(=O)OC | . | 0.0 | -2 | -3.0 | -0.9 | 10 | 2 | -1.4 | 5
3 | CC(C)(C)OC(=O)COc1cc(O)c2c(=O)cc(-c3ccccc3)oc2c1 | . | 0.5 | 0 | 0.0 | 7.7 | 5 | 6 | 2.7 | -6
4 | COc1ccc(OC)c(NC(=O)CSC2=NCCS2)c1 | 2.5 | 0.8 | -1 | -1.9 | 5.1 | -2 | 6 | 0.2 | -10
5 | Cc1cccc(NS(=O)(=O)c2cc3c(cc2C)N(C)CCO3)c1 | -1.1 | -0.1 | -3 | -2.0 | 0.5 | -1 | 2 | -1.6 | -4
6 | O=C(c1ccc(-c2ccccc2Cl)o1)N1CCC1 | 0.0 | -3.5 | -2 | -3.1 | -0.3 | -1 | 0 | . | -7
7 | Cc1ccc(N2CCN(C3=NC(=O)C(Cc4ccccc4)S3)CC2)cc1 (stereo unspecified) | . | -1.5 | -1 | -0.6 | 1.9 | -3 | 18 | 1.2 | -3
8 | CCOC(=O)CCn1cc(F)c(=O)n(Cc2ccccc2)c1=O | -1.1 | 0.3 | -7 | -1.5 | -1.3 | 2 | -7 | 0.4 | -3
9 | CC(=O)N/C(=C\c1ccccc1)C(=O)OCC(=O)c1c(N)n(C)c(=O)n(C)c1=O | 0.1 | -0.2 | -1 | -3.1 | -1.5 | 4 | -6 | 1.7 | -4
10 | COC(=O)c1cc(NS(=O)(=O)c2ccc(N3CCOCC3)c(NC(C)=O)c2)cc(C(=O)OC)c1 | 0.7 | -0.1 | -2 | -3.7 | -0.7 | 3 | 10 | -3.1 | -10
11 | CCOC(=O)c1cccc(NC(=O)CN2CCN(c3ccc(OC)cc3)CC2)c1 | . | ? | ? | -1.5 | 0.4 | -1 | 4 | -1.2 | -3
12 | COc1cc2c(c(OC)c1)C(=O)OC(C)CCCC(=O)CCCCC2 (stereo unspecified) | 0.4 | -2.0 | 2 | 1.3 | -1.0 | -2 | -5 | 2.6 | -5
13 | Cc1ccc(N=C2SC(C(=O)Nc3ccc(OC(F)(F)F)cc3)C(N)=C2C(=O)Nc2c(C)cc(C)cc2C)cc1 (stereo unspecified) | . | 0.4 | -1 | -4.3 | 1.9 | -3 | 10 | -2.0 | -4
14 | O=[N+]([O-])c1cccc(COc2cccc(CN3CCOCC3)c2)c1 | 2.7 | -0.4 | -8 | -1.6 | -1.2 | -1 | 8 | . | -5
15 | O=C(C1=C[C@@H](c2coc3ccccc3c2=O)C[C@@H](OCc2ccc(CO)cc2)O1)N1CCOCC1 | 1.1 | -0.9 | 1 | 2.4 | -0.9 | 2 | 3 | -0.2 | 0
16 | CCCCC1C2C(=O)N(c3ccc(C)cc3)C(=O)C2ON1c1ccccc1 (stereo unspecified) | -0.4 | -0.5 | -12 | -1.8 | . | -2 | 14 | 3.8 | -2
17 | CC1=CC(C)C(COC(=O)CN2CCCCC2)C(C)C1 (stereo unspecified) | . | -0.7 | -2 | -1.3 | 1.0 | -1 | 7 | 2.0 | -7
18 | O=C(OCC(=O)N1CCOCC1)c1cc2ccccc2oc1=O | -0.3 | 0.4 | -4 | -3.4 | 0.0 | 8 | 4 | 1.7 | 2
19 | COc1ccc(CCNC(=O)c2ccc(Cl)c(S(=O)(=O)N(C)c3ccccc3)c2)cc1 | 0.4 | -0.7 | 0 | ? | -0.7 | 3 | 7 | 0.1 | -2
20 | COc1ccc(-c2noc(C(=O)NCc3ccc(F)cc3)n2)cc1OC | . | -0.8 | -1 | -2.1 | -0.9 | 3 | 5 | 0.3 | -3

# From compound 7 up to 20, copied from above:
nr | SMILES | Mtb BioA inh | BoNT-A LC inh2 | Anthrax LF prot | FadD28 FP inh | PfHsp40 yeast | FBA Mtb inh | GDH-TPI counter | UGM FP inh | BoNT-F LC inh
7 | Cc1ccc(N2CCN(C3=NC(=O)C(Cc4ccccc4)S3)CC2)cc1 (stereo unspecified) | . | -1.5 | -1 | -0.6 | 1.9 | -3 | 18 | 1.2 | -3
8 | CCOC(=O)CCn1cc(F)c(=O)n(Cc2ccccc2)c1=O | -1.1 | 0.3 | -7 | -1.5 | -1.3 | 2 | -7 | 0.4 | -3
9 | CC(=O)N/C(=C\c1ccccc1)C(=O)OCC(=O)c1c(N)n(C)c(=O)n(C)c1=O | 0.1 | -0.2 | -1 | -3.1 | -1.5 | 4 | -6 | 1.7 | -4
10 | COC(=O)c1cc(NS(=O)(=O)c2ccc(N3CCOCC3)c(NC(C)=O)c2)cc(C(=O)OC)c1 | 0.7 | -0.1 | -2 | -3.7 | -0.7 | 3 | 10 | -3.1 | -10
11 | CCOC(=O)c1cccc(NC(=O)CN2CCN(c3ccc(OC)cc3)CC2)c1 | . | ? | ? | -1.5 | 0.4 | -1 | 4 | -1.2 | -3
12 | COc1cc2c(c(OC)c1)C(=O)OC(C)CCCC(=O)CCCCC2 (stereo unspecified) | 0.4 | -2.0 | 2 | 1.3 | -1.0 | -2 | -5 | 2.6 | -5
13 | Cc1ccc(N=C2SC(C(=O)Nc3ccc(OC(F)(F)F)cc3)C(N)=C2C(=O)Nc2c(C)cc(C)cc2C)cc1 (stereo unspecified) | . | 0.4 | -1 | -4.3 | 1.9 | -3 | 10 | -2.0 | -4
14 | O=[N+]([O-])c1cccc(COc2cccc(CN3CCOCC3)c2)c1 | 2.7 | -0.4 | -8 | -1.6 | -1.2 | -1 | 8 | . | -5
15 | O=C(C1=C[C@@H](c2coc3ccccc3c2=O)C[C@@H](OCc2ccc(CO)cc2)O1)N1CCOCC1 | 1.1 | -0.9 | 1 | 2.4 | -0.9 | 2 | 3 | -0.2 | 0
16 | CCCCC1C2C(=O)N(c3ccc(C)cc3)C(=O)C2ON1c1ccccc1 (stereo unspecified) | -0.4 | -0.5 | -12 | -1.8 | . | -2 | 14 | 3.8 | -2
17 | CC1=CC(C)C(COC(=O)CN2CCCCC2)C(C)C1 (stereo unspecified) | . | -0.7 | -2 | -1.3 | 1.0 | -1 | 7 | 2.0 | -7
18 | O=C(OCC(=O)N1CCOCC1)c1cc2ccccc2oc1=O | -0.3 | 0.4 | -4 | -3.4 | 0.0 | 8 | 4 | 1.7 | 2
19 | COc1ccc(CCNC(=O)c2ccc(Cl)c(S(=O)(=O)N(C)c3ccccc3)c2)cc1 | 0.4 | -0.7 | 0 | ? | -0.7 | 3 | 7 | 0.1 | -2
20 | COc1ccc(-c2noc(C(=O)NCc3ccc(F)cc3)n2)cc1OC | . | -0.8 | -1 | -2.1 | -0.9 | 3 | 5 | 0.3 | -3

# (continued)
nr | SMILES | Mtb BioA inh | BoNT-A LC inh2 | Anthrax LF prot | FadD28 FP inh | PfHsp40 yeast | FBA Mtb inh | GDH-TPI counter | UGM FP inh | BoNT-F LC inh
21 | NC(=O)c1cc2cc(Br)ccc2o/c1=N/NC(=O)c1cccc(F)c1 | 0.4 | -1.5 | 3 | . | -1.1 | 1 | 11 | 4.3 | 7
22 | N#Cc1ccc(C(=O)OCC(=O)N2CCCC2)cc1 | . | 0.1 | 2 | -2.6 | -0.1 | 2 | -4 | -1.0 | -2
23 | COC(=O)C1CCN(C(=O)COC(=O)COc2ccc(C#N)cc2)CC1 | . | 0.4 | 2 | -1.9 | 0.1 | 6 | 6 | -0.5 | 2
24 | CN(CC(=O)Nc1ccc(Cl)cc1)C(=O)c1ccc(COc2ccccc2)cc1 | 0.3 | 1.1 | 7 | -1.6 | 0.2 | -1 | 18 | 1.7 | 9
25 | CCOc1ccc(-n2ccnc2SCC(=O)Nc2nnc(C)s2)cc1 | -5.4 | -0.4 | -1 | -0.2 | -0.3 | 4 | 3 | -0.2 | -28
26 | O=C(Cc1cccc([N+](=O)[O-])c1)Nc1ccc(C(=O)N2CCCCC2)cc1 | -0.6 | 0.2 | 1 | -1.1 | -0.5 | 1 | 2 | -2.1 | 4
27 | N#Cc1ccc(Oc2ncccn2)cc1 | . | 0.7 | -12 | -0.4 | -1.3 | 1 | 3 | 1.2 | -9
28 | COC(=O)Cn1c(SCc2ccccc2)nc2ccccc21 | -0.9 | 0.2 | 1 | -2.2 | -2.1 | -1 | 9 | -1.6 | -7
29 | CCOC(=O)c1c(NC(=O)CN2C(=O)CN(C)C2=O)sc(C)c1C | . | -0.2 | -4 | -1.2 | 0.7 | 3 | 8 | -3.3 | 2
30 | COc1ccc(C[C@H](C)NC[C@@H](O)c2ccc(O)c(NC=O)c2)cc1 | 1.5 | -0.4 | 0 | -1.7 | -0.3 | 3 | 3 | -0.7 | -14
